From PubChem BioAssay
KCNK9 inh: KCNK9 potassium channel inhibitors, primary screen, HEK293 cells, thallium flux; Potassium channel subfamily K member 9 (Homo sapiens), Q9NPC2; FluxOR thallium flux fluorescence; stronger effect = lower value; B-score at 10 µM; actives 1.2% (n = 310,000); AID 488922, 2010;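 active = ratio B-score over 3 SD below the library mean, with starting fluorescence within 5 SD of its mean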;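 also: negative B-score means less thallium flux so channel inhibition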
Target sequence (Q9NPC2 whole entry, looked up): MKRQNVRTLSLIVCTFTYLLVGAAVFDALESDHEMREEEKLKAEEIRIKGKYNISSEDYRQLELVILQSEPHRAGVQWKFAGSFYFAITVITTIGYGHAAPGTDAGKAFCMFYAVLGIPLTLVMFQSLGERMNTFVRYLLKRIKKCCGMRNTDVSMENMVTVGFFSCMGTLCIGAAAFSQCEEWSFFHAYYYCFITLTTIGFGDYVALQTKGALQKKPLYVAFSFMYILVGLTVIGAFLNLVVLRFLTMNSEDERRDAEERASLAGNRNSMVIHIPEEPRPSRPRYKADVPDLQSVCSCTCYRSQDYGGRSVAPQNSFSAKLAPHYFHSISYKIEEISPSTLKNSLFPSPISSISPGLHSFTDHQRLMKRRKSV
TRPC4 block: inhibitors of mouse TRPC4 channel, primary screen, Fluo4 calcium, HEK293 TRPC4beta/mu-opioid cells | DAMGO-evoked Fluo4 calcium flux; stronger effect = lower value | B-score at 10 µM | actives 0.39% (n = 300,000) | AID 2247, 2010;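 active = B-score over 3 SD under the library average, no early fluorescence shift, positive overall ratio signal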
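test system = HEK293 cells with stable TRPC4beta plus mu-opioid receptor expression | detection = Fluo4 Ca2+ flux fluorescence | read-out = integrated fluorescence ratio relative to baseline, converted to per-well B score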
DYRK1A inh: rat Dyrk1A kinase inhibitors, primary screen, biochemical, single point, plate reader; AID 504441, 2011; ADP-Glo luminescence, NFATc1 peptide; actives 0.43% (n = 310,000); Dual specificity tyrosine-phosphorylation-regulated kinase 1A (Rattus norvegicus), Q63470; inhibition, % at 12.5 µM; in the data active = inhibition above about 50%;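 also: plate controls were vehicle with enzyme for no effect and no enzyme for full effect; many of its hits are not listed in these tables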
hERG protect: hERG rescue from dofetilide block, primary screen, cell-based, CHO-hERG, FluxOR thallium flux, dofetilide IC70; activation (rescue from dofetilide block), less the hit threshold, % at 10 µM; dofetilide IC70 present; Voltage-gated inwardly rectifying potassium channel KCNH2 (Homo sapiens), Q12809; actives 0.51% (n = 310,000);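 active = activation above the mean of controls blocked by dofetilide plus 5 SD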;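 also: thallium influx through hERG after potassium depolarization seen as dye fluorescence rise; in these data hits start at about 4.7%; inactives centre near -7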
Platelet DG rel: inhibitors of platelet dense granule secretion, primary screen, cell-based, MLPCN, human platelets; human platelet-rich plasma, SFLLRN dense granule ATP release, luminescence; inhibition, %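 (compounds screened at 7.5 µM in platelet-rich plasma)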; actives 0.22% (n = 300,000);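 active = mean replicate score, as percent of positive control, at or above 50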
TRPC4 agonist: activators of mouse TRPC4 channel, primary screen, Fluo4 calcium, HEK293 TRPC4beta/mu-opioid cells; Short transient receptor potential channel 4 (Mus musculus), Q9QUQ5; Fluo4 calcium fluorescence; stronger effect = higher value; B-score at 10 µM; actives 0.49% (n = 310,000); AID 2237, 2010;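 active = B-score above 5 SD of library B-scores, and initial fluorescence ratio not above library mean plus 5 SD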;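 also: positive B-score marks a calcium rise read as TRPC4 activation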
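Material: HEK293 stable line with TRPC4beta plus mu-opioid receptor; technique: Fluo4 calcium-sensitive dye fluorescence, kinetic, 1 Hz baseline; timing: Fluo4 dye loading 45 min at room temperature, 110 s recording; controls: assay buffer as low control, maximal DAMGO as high control; read-out: integrated baseline-normalised fluorescence ratio, converted to per-well B score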
TRPC4 potent: positive allosteric modulators of TRPC4, primary screen, cell-based, mouse TRPC4beta, HEK293 mu-opioid, Fluo-4 calcium; DAMGO EC20, Fluo-4 Ca2+ flux; stronger effect = higher value; B-score at 10 µM; Short transient receptor potential channel 4 (Mus musculus), Q9QUQ5; actives 0.42% (n = 310,000); AID 2227, 2009;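 active = B-score of calcium response area above 5 SD of library B-scores, with initial fluorescence ratio within 5 SD of library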;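 also: B-score of integrated fluorescence ratio over time as area under calcium response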
KCNK3 block: human KCNK3 channel inhibitors, primary screen, CHO cells, FluxOR thallium flux, B-score; AID 602410, 2012; FluxOR fluorescence; stronger effect = lower value; actives 0.84% (n = 340,000); B-score at 10 µM;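 active = B-score under library mean minus 4 SD, starting fluorescence ratio at most library mean plus 5 SD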;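 also: more negative B-score means stronger inhibition of thallium flux through KCNK3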
PolyA inh: polyadenylation inhibitors in yeast reporter cells, primary screen, luminescence, S. cerevisiae; S. cerevisiae SKY197-pL101 polyadenylation reporter, beta-gal luminescence; efflux-impaired pdr1/pdr3 knockout yeast; score 100 = 6 SD above DMSO; calls only at 12 µM; actives 0.02% (n = 300,000); AID 1875, 2009;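 active = lowest replicate activity score at least 50, where 100 means six control SD above control mean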;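 also: yeast exposed to compound for 9 h at 30 °C; higher score means more reporter readthrough which indicates perturbed polyadenylation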
KCNQ1 block: inhibitors of human KCNQ1 channel, primary screen, cell-based, thallium flux, high-throughput. Potassium voltage-gated channel subfamily KQT member 1 (Homo sapiens), P51787. CHO-K1 KCNQ1, FluxOR thallium flux fluorescence; stronger effect = higher value. B-score at 10 µM. actives 1.3% (n = 310,000). AID 2642, 2010;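 active = compounds whose thallium flux B-score, printed positive for inhibition, exceeds three library SD while starting fluorescence stays within three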;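 also: channel opened by potassium depolarization with thallium stimulus after 20 min compound exposure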
Target sequence (P51787 whole entry, looked up): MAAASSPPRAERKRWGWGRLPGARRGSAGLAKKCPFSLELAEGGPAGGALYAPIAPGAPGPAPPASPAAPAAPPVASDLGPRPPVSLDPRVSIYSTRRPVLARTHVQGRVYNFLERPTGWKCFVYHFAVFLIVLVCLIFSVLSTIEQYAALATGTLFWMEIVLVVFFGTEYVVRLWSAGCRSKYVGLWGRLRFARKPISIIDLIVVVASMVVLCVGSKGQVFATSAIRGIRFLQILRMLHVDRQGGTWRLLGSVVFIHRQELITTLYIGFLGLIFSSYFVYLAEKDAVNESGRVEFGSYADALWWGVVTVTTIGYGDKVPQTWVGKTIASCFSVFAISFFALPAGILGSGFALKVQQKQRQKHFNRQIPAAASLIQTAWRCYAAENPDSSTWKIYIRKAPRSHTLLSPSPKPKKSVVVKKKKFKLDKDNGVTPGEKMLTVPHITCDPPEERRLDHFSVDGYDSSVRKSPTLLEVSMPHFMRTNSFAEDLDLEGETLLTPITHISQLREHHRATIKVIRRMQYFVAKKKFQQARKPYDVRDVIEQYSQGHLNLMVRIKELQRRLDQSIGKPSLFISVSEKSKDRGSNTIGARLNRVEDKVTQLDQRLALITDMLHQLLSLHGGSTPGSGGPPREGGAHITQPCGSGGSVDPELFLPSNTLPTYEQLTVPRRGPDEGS
KCNQ1 pot: potentiators or activators of KCNQ1 channel, primary screen, cell-based, thallium flux, high-throughput; B-score at 10 µM; actives 0.35% (n = 310,000); CHO-K1 KCNQ1, thallium flux FluxOR fluorescence; stronger effect = higher value;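 active = fluorescence ratio B-score, a plate-corrected score, at least three library SD, with initial intensity B-score within 5 SD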
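Assay system: CHO-K1 cells stably expressing KCNQ1; Medium: assay buffer with matched DMSO; Also added: K+/Tl+ depolarizing stimulus; Dosing: single dose; Timing: dye 90 min, compound 20 min, room temperature; Measured by: kinetic FluxOR thallium fluorescence, 10-s 1-Hz baseline, 110-s post-stimulus read; Read-out: peak-minus-minimum fluorescence over initial fluorescence, negative-control normalized, B-scored.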
An asterisk follows results filed as active; i = inactive; · = not tested or not shown. Some of the compounds tested (hit frequency here may not be typical).

Each structure is followed by: Platelet DG rel	KCNK3 block	KCNK9 inh	PolyA inh	TRPC4 potent	TRPC4 block	DYRK1A inh	TRPC4 agonist	KCNQ1 pot	hERG protect	KCNQ1 block
[1] CCN(CC)S(=O)(=O)c1ccc(N2CCN(S(=O)(=O)c3ccccc3)CC2)nc1
    2	i	i	i	i	i	-4	i	i	-12	i
[2] O=C(Cn1cc2c(n1)CCCC2)Nc1ccccc1Br
    -3	i	i	i	i	i	15	i	i	-9	i
[3] Cc1nonc1OC(C)CNCCNc1ccc([N+](=O)[O-])cc1 (configuration not stated)
    -1	i	i	i	i	i	·	i	i	-6	i
[4] Cn1cnc([N+](=O)[O-])c1NCc1ccccc1
    0	i	i	i	i	i	·	i	i	-7	i
[5] CCN(CC)S(=O)(=O)c1ccc(OC)c(NC(=O)C(C)Oc2ccc3c(C)cc(=O)oc3c2)c1 (configuration not stated)
    1	i	i	i	i	i	0	i	i	-7	i
[6] Cc1cc(C)nc(N2N=C(CSc3ccc(Cl)cc3)CC2=O)n1
    -6	i	i	i	i	i	2	i	i	-12	i
[7] CN1C(=O)C2(OCCCO2)c2cc(Cl)ccc21
    -1	i	i	i	i	i	0	i	i	-8	i
[8] Cc1ccc(NC(=O)COC(=O)Cn2nc(C)c([N+](=O)[O-])c2C)c([N+](=O)[O-])c1
    -1	i	i	i	i	i	-86	i	i	-5	i
[9] Cc1ccc(-c2nn(-c3ccccc3)cc2/C=C/C(=O)Nc2nccs2)cc1
    14	i	i	i	i	i	0	i	i	-12	i
[10] Cc1cccc(C)c1OCCSc1nc2ccccc2n1CC(=O)O
    -1	i	i	i	i	i	-8	i	i	-5	i
[11] CCC(C)c1ccc(Nc2ncccc2C#N)cc1 (configuration not stated)
    2	i	i	i	i	i	4	i	i	-8	i
[12] C/C(=N\Nc1nnc(-c2ccccc2)c(-c2ccccc2)n1)c1cccc([N+](=O)[O-])c1
    6	i	i	i	i	i	3	i	i	-10	i
[13] O=C(NCC(=O)N1CCCC1)c1ccccc1F
    3	i	i	i	i	i	-5	i	i	-1	i
[14] NC(=S)N/N=C1\CC(c2ccc3c(c2)OCCO3)Oc2ccc(F)cc21 (configuration not stated)
    -18	i	i	i	i	i	6	i	i	-2	i
[15] COC(=O)CSc1ncc(OC)c(OC)n1
    4	i	i	i	i	i	-2	i	i	-12	i
[16] CN(C)c1cc[n+](CC(=O)c2cccs2)cc1
    0	i	i	i	i	i	0	i	i	-8	i
[17] O=[N+]([O-])c1cc([N+](=O)[O-])c(Oc2ccc(Br)cc2Br)cc1NN1CCCCC1
    -4	i	i	i	i	i	3	i	i	-12	i
[18] Cc1csc(NC(=O)CSc2sc3c(O)cc(=O)[nH]c3c2C#N)n1
    0	i	i	i	i	i	8	i	i	-10	i
[19] Cc1ccc(-n2c(C)cc(C(=O)CN3CCCCC3)c2C)cc1
    1	i	i	i	i	i	-3	i	i	-10	i
[20] Cc1cc(C)c2c(NC(=O)CCl)nn(C)c2n1
    -1	i	i	i	i	i	·	i	i	-10	i

Profiles, looked up by structure. Order of values: Platelet DG rel | KCNK3 block | KCNK9 inh | PolyA inh | TRPC4 potent | TRPC4 block | DYRK1A inh | TRPC4 agonist | KCNQ1 pot | hERG protect | KCNQ1 block
O=[N+]([O-])c1cc([N+](=O)[O-])c(Oc2ccc(Br)cc2Br)cc1NN1CCCCC1 is listed as -4 | i | i | i | i | i | 3 | i | i | -12 | i
CN(C)c1cc[n+](CC(=O)c2cccs2)cc1 is listed as 0 | i | i | i | i | i | 0 | i | i | -8 | i

The results go on:
Each structure is followed by: Platelet DG rel	KCNK3 block	KCNK9 inh	PolyA inh	TRPC4 potent	TRPC4 block	DYRK1A inh	TRPC4 agonist	KCNQ1 pot	hERG protect	KCNQ1 block
[21] COc1ccc(/C=C/C(=O)NCC(=O)N/N=C(\C)Cc2ccccc2)cc1
    0	i	i	i	i	i	-5	i	i	-7	i
[22] O=C(/C=C/c1ccccc1)Nc1sc2c(c1C(=O)O)CCC2
    13	i	i	i	i	i	-4	i	i	-8	i
[23] CN(C)c1ccc(CCc2ccc(N)cc2)cc1
    12	i	i	i	i	i	4	i	i	-9	i
[24] CC(C)=CCN1CCN(Cc2ccc(C)s2)CC1CCO (configuration not stated)
    -6	i	i	i	i	i	·	i	i	-2	i
[25] Cc1cc(C)c(S(=O)(=O)NCCC2CCCN2C)c(C)c1 (configuration not stated)
    5	i	i	i	i	i	-8	i	i	-5	i
[26] CC(C)=CC(=O)OCC(=O)Nc1cc(C)cc(C)c1
    -13	i	i	i	i	i	-5	i	i	-1	i
[27] O=C(c1ccc(F)cc1)N(c1ccccn1)C1CCCCC1
    -1	i	i	i	i	i	·	i	i	-2	i
[28] Cc1cccc(C)c1NC(=O)CSc1nnc(C)n1CC1CCCO1 (configuration not stated)
    -1	i	i	i	i	i	0	i	i	-7	i
[29] CC(C)C(NS(=O)(=O)c1ccccc1)C(=O)NC1CCCC1 (configuration not stated)
    -3	i	i	i	i	i	-5	i	i	-6	i
[30] COc1cc(SC)ccc1C(=O)Nc1cccc(C2OCCCO2)c1
    -3	i	i	i	i	i	0	i	i	-4	i
[31] CNC(=O)CNC(=O)Nc1ccc(C)cc1
    7	i	i	i	i	i	-4	i	i	3	i
[32] Cc1cc(=O)[nH]c(N2CCN(c3ccc(Cl)cc3)CC2)n1
    0	i	i	i	i	i	6	i	i	-3	i
[33] COc1cc(OC)cc(-c2cc3nc4c(c(N5CCN(c6ncccn6)CC5)n3n2)CCCC4)c1
    2	-10*	-8.3*	i	i	i	-9	i	i	-10	i
[34] NNC(=O)CS(=O)(=O)CS(=O)(=O)CC(=O)NN
    -15	i	i	i	i	i	-2	i	i	-7	i
[35] CCn1cc(C(=O)NC(=S)Nc2ccccc2[N+](=O)[O-])cn1
    -11	i	i	i	i	i	-8	i	i	-5	i
[36] COc1cccc(/C=C(\CC(=O)O)c2nc3ccccc3s2)c1
    -1	i	i	i	i	i	9	i	i	-18	i
[37] O=C(NNC(=S)Nc1ccc(Cl)cc1)c1cccs1
    2	i	i	i	i	i	3	i	i	-17	i
[38] CCOc1ccccc1-n1c(SCC(=O)Nc2ccccc2C(=O)O)nc2ccccc2c1=O
    1	i	i	i	i	i	-1	i	i	-4	i
[39] CCCCn1c(SCc2nc3ccccc3s2)nc2ccccc2c1=O
    3	i	-12*	i	i	i	-3	i	i	-8	i
[40] CCc1cccc(CC)c1NC(=O)c1ccc(-n2cncn2)nc1
    -1	i	i	i	i	i	19	i	i	-15	i
[41] Cc1sc2ncnc(N3CCC(C(=O)Oc4cccc(Cl)c4Cl)CC3)c2c1C
    -2	-9.1*	-8.1*	i	i	i	·	i	i	-1	i
[42] Cc1sc2nc(N3CCOCC3)[nH]c(=O)c2c1-c1ccccc1
    9	i	i	i	i	i	-2	i	i	-5	i
[43] CCCNC(=O)NC1C(NC(=O)NCCC)N(C)C(=O)N1C (configuration not stated)
    -1	i	i	i	i	i	-2	i	i	-4	i
[44] Cn1c(=O)c2c(c3ccccc31)OC(C)(C)CC2
    3	i	i	i	i	i	1	i	i	0	i
[45] COc1ccc(/C=C/C(=O)OCC(=O)Nc2ccc(C)cc2)cc1S(=O)(=O)N1CCOCC1
    -12	i	i	i	i	i	-2	i	i	-5	i
[46] O=S1(=O)N=C2CCCCCN2C(c2ccc(Cl)cc2)N1 (configuration not stated)
    -1	i	i	i	i	i	-3	i	i	-14	i
[47] CCOC(=O)CSc1nnc(CNC(=O)c2ccc(S(=O)(=O)N(C)C)cc2)n1C
    1	i	i	i	i	i	-66	i	i	-7	i
[48] COc1ccc(-c2oc(NC(=O)CCl)c(C#N)c2-c2ccc(OC)cc2)cc1
    4	i	i	i	i	i	-1	i	i	-3	i
[49] CN(C)S(=O)(=O)Oc1ccccc1C(=O)Nc1cccc(C(F)(F)F)c1
    -4	i	i	i	i	i	1	i	i	-7	i
[50] COc1cc(NC(=S)N2CCOCC2)c(OC)cc1Cl
    2	i	i	i	i	i	·	i	i	-1	i
[51] CCCCN(C)Cc1c(C)[nH]c2ccc(C)cc2c1=O
    24	i	i	i	i	i	-2	i	i	-5	i
[52] COC(=O)C1CCN(C(=O)Cc2ccccc2OC)CC1
    -1	i	i	i	i	i	-1	i	i	-10	i
[53] COc1ccc(C2C(C(=O)N3CCOCC3)=C(C)NC3=C2C(=O)CC(C)(C)C3)cc1O (configuration not stated)
    -6	i	i	i	i	i	11	i	i	-5	i
[54] CSc1ccc(C2NC(=O)c3ccccc3N2)cc1 (configuration not stated)
    -4	i	i	i	i	i	2	i	i	-8	i
[55] CC(C)CN(CC(C)C)C(=O)CS(=O)(=O)Cc1ccccc1
    8	i	i	i	i	i	-3	i	i	0	i
[56] CCCOc1ccc(CCc2n[nH]c(=S)n2-c2ccccc2)cc1
    -2	i	i	i	i	i	·	i	i	-18	i

As a working copy, some entries already given.
Each structure is followed by: Platelet DG rel	KCNK3 block	KCNK9 inh	PolyA inh	TRPC4 potent	TRPC4 block	DYRK1A inh	TRPC4 agonist	KCNQ1 pot	hERG protect	KCNQ1 block
[22] O=C(/C=C/c1ccccc1)Nc1sc2c(c1C(=O)O)CCC2
    13	i	i	i	i	i	-4	i	i	-8	i
[23] CN(C)c1ccc(CCc2ccc(N)cc2)cc1
    12	i	i	i	i	i	4	i	i	-9	i
